Screens from PubChem BioAssay.
PglD inh: blocks C. jejuni PglD acetyltransferase activity; purified PglD enzyme, DTNB colorimetric CoA detection; inhibition, % at 12.5 µM; 360,000 compounds, 0.098% hits; in the data active means inhibition above about 16%, passing the limit was not always enough; further: strong numbers were not always called active
ERp5 block: inhibitors of human ERp5 | ERp5 insulin aggregation, absorbance 650 nm, 90 min | inhibition, % at 9.99 µM | 350,000 compounds, 0.05% hits | AID 651711;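 active means mean replicate inhibition above about 25%, with every replicate also reaching it, limit read from the data, passing the limit was not always enough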
ARNT-TACC3 inh: ARNT/TACC3 interaction disruption; Q9Y6A5; AlphaScreen His-ARNT PAS-B/GST-TACC3 binding, luminescence; TACC3 fragment carries E629A point mutation; inhibition, % at 9.99 µM; 390,000 compounds, 0.66% hits; AID 623870;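 active means mean inhibition of replicates at least 50% and at least half of replicates each reaching 50%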;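 further: 0% = complete ARNT plus TACC3 wells and 100% = ARNT alone without TACC3; many hits fall short of the cut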
RAD54 inh: blocks human RAD54 Holliday junction branch migration. inhibition, % at 10.4 µM. FAM/BHQ fluorescence. 360,000 compounds, 0.14% hits. Q92698;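 active means mean normalized replicate activity at least 40 and at least half of replicates scoring 40 or more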;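 further: 0% = median of neutral control wells and 100% = median of positive control wells; inhibitors cause a drop in the FAM fluorescence signal; in these data hits start at about 50%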
Target sequence (Q92698 whole entry, looked up): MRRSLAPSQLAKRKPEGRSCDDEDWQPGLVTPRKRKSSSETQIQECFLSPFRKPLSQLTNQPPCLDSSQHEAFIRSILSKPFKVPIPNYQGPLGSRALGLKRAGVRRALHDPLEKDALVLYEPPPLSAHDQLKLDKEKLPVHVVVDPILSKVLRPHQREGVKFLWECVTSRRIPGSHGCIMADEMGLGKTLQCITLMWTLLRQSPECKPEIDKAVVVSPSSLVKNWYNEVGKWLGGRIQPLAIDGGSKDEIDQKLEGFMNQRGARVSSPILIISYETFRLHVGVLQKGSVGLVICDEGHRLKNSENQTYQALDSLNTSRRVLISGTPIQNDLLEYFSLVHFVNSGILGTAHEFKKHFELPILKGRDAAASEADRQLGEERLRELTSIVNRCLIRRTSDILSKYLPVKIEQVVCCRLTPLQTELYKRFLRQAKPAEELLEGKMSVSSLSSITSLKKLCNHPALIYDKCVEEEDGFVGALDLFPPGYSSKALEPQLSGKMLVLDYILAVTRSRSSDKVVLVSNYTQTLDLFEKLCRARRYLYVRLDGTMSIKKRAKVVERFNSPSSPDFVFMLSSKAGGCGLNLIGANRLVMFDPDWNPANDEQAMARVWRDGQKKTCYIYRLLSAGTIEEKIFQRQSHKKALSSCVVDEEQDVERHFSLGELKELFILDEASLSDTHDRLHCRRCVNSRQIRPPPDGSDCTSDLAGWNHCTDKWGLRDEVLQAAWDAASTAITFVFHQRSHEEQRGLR
E-sel inducer: E-selectin induction on HUVECs; HUVEC E-selectin immunofluorescence imaging; normalized: neutral wells 0, TNF-alpha wells 100; activation, % at 7.58 µM; 260,000 compounds, 0.37% hits; AID 686992;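 active means mean E-selectin-positive cell signal at least 10% of the positive control, reached in at least 60% of replicates, without over 20% cell loss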;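 further: in these data hits start at about 27%; measured in HUVEC primary endothelial cells; signal is the percent of cells scored E-selectin positive by PE staining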
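Test system: HUVEC; input: 3,000 HUVEC/well; measured by: immunofluorescence imaging; read-out: % PE-positive cells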
RAD52 inh: inhibitors of human RAD52 DNA annealing; recombinant RAD52 DNA annealing, FRET fluorescence; inhibition, % at 18.7 µM; 360,000 compounds, 0.46% hits; P43351; AID 651710;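 active means every replicate showing at least 50% inhibition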
CASP6 VEID inh: blocks human caspase-6 cleavage activity | P55212 | purified caspase-6, Z-VEID-R110 cleavage fluorescence | inhibition, % at 12.5 µM | 350,000 compounds, 0.53% hits;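 active means mean inhibition across replicates at least about 35%, with every replicate also reaching that limit, limit read from the data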;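 further: 0% = median of neutral control wells and 100% = no fluorescence left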
Target sequence (P55212 24-179 limits assumed): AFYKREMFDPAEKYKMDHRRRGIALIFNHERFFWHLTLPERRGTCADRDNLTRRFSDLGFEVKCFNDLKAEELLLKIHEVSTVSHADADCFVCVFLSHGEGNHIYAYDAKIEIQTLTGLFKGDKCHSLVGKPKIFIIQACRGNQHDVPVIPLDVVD
Target sequence (P55212 194-293 limits assumed): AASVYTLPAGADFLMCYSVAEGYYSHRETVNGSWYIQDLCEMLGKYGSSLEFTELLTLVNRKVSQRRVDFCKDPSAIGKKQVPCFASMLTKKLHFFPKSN
esBAF inh: inhibitors of esBAF chromatin remodeling in mouse ES cells | Bmi1-luciferase knock-in reporter, 24 h; 100% = twice the neutral-well signal | reporter increase, % at 12.5 µM | 350,000 compounds, 2% hits | AID 602393; in the data active means activation above about 40%;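 further: 0% = median of the plate's neutral control wells and 100% = double that signal; a rise in the Bmi1 reporter signal indicates esBAF inhibition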
Starred values were filed as active, the others as inactive; / = no result given; & = joins results of further samples.

SMILES	PglD inh	ERp5 block	ARNT-TACC3 inh	RAD54 inh	E-sel inducer	RAD52 inh	CASP6 VEID inh	esBAF inh
C[C@@H]1CN([C@@H](C)CO)C(=O)c2cc(-c3cccc(C#N)c3)cnc2O[C@H]1CN(C)Cc1cncnc1	-1.4	83.8*	-2.7	-1.6	0.2	3.9	1.9	-5.0
O=c1[nH]cnc2scc(-c3cccs3)c12	-4.1	/	6.1	6.5	/	/	/	-8.6
CC1CC2(CCCC2)Nc2ccc(F)cc21 (centres undefined)	6.4	3.3	7.7	-8.5	-0.1	-15.0	0.7	-3.3
CNS(=O)(=O)c1cccc(C(=O)OCC(=O)N(CCC#N)c2ccccc2)c1	/	3.3	-9.0	/	/	-20.9	-4.5	/
CCCc1cc(=O)oc2cc(OCC(=O)Nc3ccc(CN4CCOCC4)cc3)c(Cl)cc12	-3.8	-2.1	-4.9	-0.7	/	-10.5	-10.5	1.9
O=C(Cc1ccccc1)NCc1nc2ccccc2[nH]1	2.6	/	-3.7	9.3	/	/	/	8.6
O=C(NCc1ccccn1)C1CCN(S(=O)(=O)c2cc(Cl)ccc2Cl)CC1	-0.5	-1.8	36.3	-1.0	/	-23.6	-0.7	-8.5
CC(=O)NC[C@H]1[C@H](c2ccc(-c3cccnc3)cc2)[C@@H](CO)N1C(=O)C1CCC1	-2.5	/	-4.5	3.1	0.0	/	/	1.5
CCc1onc(C)c1C(=O)Nc1ccc2c(c1)OCO2	0.9	-1.1	-1.5	4.9	1.2	-17.9	/	7.0
COc1ccc(CCN2CC(C(=O)N(C)CC(=O)Nc3cccc(F)c3)CC2=O)cc1OC (centres undefined)	7.2	-1.7	-0.1	1.9	0.5	5.6	3.2	-2.6
C[C@@H]1CCCCO[C@@H](CN(C)C(=O)NC2CCCCC2)[C@H](C)CN([C@H](C)CO)C(=O)c2cc(NS(C)(=O)=O)ccc2O1	-1.0	/	2.7	-5.0	/	/	/	6.6
COc1ccc(OC)c(C2NC(=S)NC3=C2N2CCC3CC2)c1 (centres undefined)	/	0.3	-14.2	/	5.7	-8.9	0.0	/
CC(=O)Nc1ccc(NC(=O)[C@@H](NC(=O)N2C[C@H]3C[C@@H](C2)c2cccc(=O)n2C3)C(C)C)cc1	-2.6	-0.9	-23.0	8.9	/	-8.2	4.3	-3.1
CCCNC(=O)NC[C@@H]1[C@@H](c2ccc(C3=CCCC3)cc2)[C@H](CO)N1C(=O)CC	1.3	-4.0	0.9	-2.9	0.2	-92.6	-3.0	-3.3
CCOc1ccc(C(=O)N/N=C(/C)C2C(=O)c3ccccc3C2=O)cc1	/	3.8	-4.4	/	-1.9	-18.8	-2.2	/
O=C(Nc1ccc(Cl)cc1)N1C[C@@H]2[C@H](c3ccccc31)[C@@H](CO)N2CC1CCCC1	2.8	-1.1	15.8	-10.9	0.0	13.6	1.3	12.4
CCC1CCc2sc(C(=O)NCC(c3ccc(OC)cc3)N3CCOCC3)cc2C1 (centres undefined)	4.2	-9.5	-0.3	-2.1	1.0	-20.0	-5.2	-1.3
COc1ccccc1NC(=O)N[C@H]1CC[C@@H](CC(=O)N2CCC(Cc3ccccc3)CC2)O[C@H]1CO	1.5	5.7	4.8	5.9	-0.9	3.0	1.2	8.1
CO[C@@H]1CC[C@@H]2CCN(C)C(=O)[C@@H](C)N(C)C(=O)c3cc(C#N)ccc3OC[C@@H]1O2	-1.0	7.4	5.2	3.6	-0.2	3.2	6.0	-4.4
CSCC(=O)N1CCCC(CO)(CCCc2ccccc2)C1 (centres undefined)	11.5	-2.1	2.9	-1.8	/	-24.9	-1.1	-5.7
COc1cccc(/C=N\NC(C)=O)c1OC/C=C/c1ccccc1	3.7	5.1	-12.1	6.3	/	-6.2	-2.0	-3.8
COCC(C)NC(=O)c1cc2c(ccc3ccccc32)oc1=O (centres undefined)	4.8	-7.8	-2.2	3.5	/	-2.3	-0.9	21.1
COc1ccc(C(=O)NCCCOc2cccnc2)cc1OC1CCN(C(C)=O)CC1	4.7	2.3	0.1	-4.5	0.7	0.4	1.0	/
O=C(Nc1cc(Cl)ccc1F)c1ccc(-n2cncn2)c([N+](=O)[O-])c1	4.4	-1.8	2.2	-16.0	-0.2	3.6	3.9	/
CCOC(=O)Oc1ccc(C(=O)OCCCN(C)C)cc1OC	/	-1.9	-10.4	/	/	-3.0	0.6	/
SMILES	PglD inh	ERp5 block	ARNT-TACC3 inh	RAD54 inh	E-sel inducer	RAD52 inh	CASP6 VEID inh	esBAF inh
CC(=O)c1ccc(OCC(=O)NCC(c2ccco2)N2CCCCC2)cc1 (centres undefined)	/	10.5	-0.8	/	/	-4.9	-1.0	/
O=C(CCc1ccccc1)N[C@@H]1c2ccccc2CC[C@@H]1OCc1ccccc1	0.9	-1.9	1.2	5.7	-1.4	-3.9	-89.2	-6.9
Cc1nc(S(=O)(=O)N2CCN(Cc3ccc(OCCO)cc3)CC2)cn1C	3.9	1.9	-6.2	-28.8	/	6.2	-5.0	/
Cc1ccc(Cn2nnc3c(=O)n(Cc4cccc(C)c4)cnc32)cc1	-1.9	/	-2.3	1.6	/	/	/	3.4
C[C@H](CO)N1C[C@H](C)[C@H](CN(C)Cc2ccncc2)Oc2ccc(NS(=O)(=O)c3cccs3)cc2C1=O	-0.5	3.7	-4.9	3.4	12.7	-9.2	0.5	-1.5
O=C(Nc1ccnc(-c2cccnc2)n1)c1ccccc1Cl	0.3	/	-2.8	-4.0	/	/	/	-1.6
CCOc1ccccc1NS(=O)(=O)c1cccc2nsnc12	3.1	/	5.5	13.4	/	/	/	-2.7
CCc1ccc(C(=O)NNC(=O)CCN2CCN(Cc3ccccc3)CC2)cc1	/	-1.6	2.3	/	-1.5	-13.9	0.8	/
O=C(Nc1ccccc1)N1CCC(C(=O)N2CCN(S(=O)(=O)c3cccc(F)c3)CC2)CC1	-0.5	/	0.9	-11.3	/	/	/	-0.7
C[C@H](CO)N1C[C@H](C)[C@@H](CN(C)S(=O)(=O)c2ccccc2)OCc2cnnn2CCCC1=O	13.6&9.6&2.6	2.9&1.1&0.5	5.1&0.3	-3.4&8.9&-7.9	0.0&0.0	0.2&-4.9&-3.3	2.3&-1.1&-2.8	-5.3&-0.5&3.5
O=C1CCCC2=C1C(c1ccncc1)Nc1ccccc1N2 (centres undefined)	4.5	/	6.6	-1.9	/	/	/	0.4
Cc1cccc(C)c1NC(=O)CN(C)C(=O)CSCc1c(C)noc1C	/	4.4	1.6	/	/	-1.6	-74.5	1.9
C[C@@H]1CN([C@H](C)CO)S(=O)(=O)c2ccc(C3=CCCCC3)cc2O[C@H]1CN(C)C(=O)CN(C)C	4.9	1.7	-13.3	4.1	0.9	28.4	1.9	-4.8
Cc1ccc(NC(=O)C2CC(=O)N(C(C)C)C2)cc1C (centres undefined)	-2.1	0.8	1.9	7.1	0.0	-6.3	-0.8	0.1
C[C@@H](NS(=O)(=O)c1ccc(Br)cc1F)[C@@H](O)c1ccccc1	-3.8	-2.9	-6.1	-11.6	0.1	13.1	1.7	-0.5
Cc1ccc(/C=N\NC(=O)CC(=O)NCCc2ccccc2)cc1	2.4	-1.6	-8.3	-11.6	-0.1	-7.9	-1.5	-9.6
Cc1ccc(S(=O)(=O)Nc2ccccc2C(=O)N2CCCCC2C)c(C)c1NS(C)(=O)=O (centres undefined)	3.1	-5.7	-4.9	4.1	-0.1	0.3	-3.0	3.6
CNC[C@H]1Oc2cc(C#Cc3ccccc3)ccc2S(=O)(=O)N([C@@H](C)CO)C[C@@H]1C	0.1	0.9	21.9	1.2	0.0	12.4	-2.1	-9.4
O=C(C[C@@H]1C=C[C@@H](NC(=O)Nc2cc(F)ccc2F)[C@@H](CO)O1)NCc1ccccn1	-1.2	1.7	-2.2	-3.5	0.0	3.5	1.0	-1.3
Cc1cc(C)c(S(=O)(=O)N2CCN(c3ccccc3)CC2)c(C)c1	1.6	-0.3	-3.7	-5.0	/	-17.1	-0.1	7.7
O=C(CSc1nnc(-c2ccc(Cl)cc2)n1-c1ccccc1)N/N=C/c1ccccc1C(=O)O	-4.4	-1.9	-7.5	-5.8	/	-13.6	-2.6	-6.3
CC1CCCC(C)N1C(=O)COC(=O)c1ccc(F)c(S(=O)(=O)N2CCOCC2)c1 (centres undefined)	-4.7	-5.4	10.1	-0.2	0.9	-41.7	1.0	-0.3
Cc1c(Cc2c(Cl)cccc2Cl)c(=O)ccn1C(C)c1ccccc1 (centres undefined)	0.6	/	-6.5	8.6	/	/	/	6.8
CC(=O)OCc1c(F)c(F)c(-n2nc(C)cc2C)c(F)c1F	1.7	/	10.2	-5.2	/	/	/	0.0
Cc1ccc(NC(=O)CN(C)C(=O)Cc2ccc3c(c2)CCC3)cc1	-3.0	-6.8	-3.7	-3.9	0.2	-12.7	0.0	-2.7

Continued; it opens with the 4 that closed the last part.
SMILES	PglD inh	ERp5 block	ARNT-TACC3 inh	RAD54 inh	E-sel inducer	RAD52 inh	CASP6 VEID inh	esBAF inh
CC1CCCC(C)N1C(=O)COC(=O)c1ccc(F)c(S(=O)(=O)N2CCOCC2)c1 (centres undefined)	-4.7	-5.4	10.1	-0.2	0.9	-41.7	1.0	-0.3
Cc1c(Cc2c(Cl)cccc2Cl)c(=O)ccn1C(C)c1ccccc1 (centres undefined)	0.6	/	-6.5	8.6	/	/	/	6.8
CC(=O)OCc1c(F)c(F)c(-n2nc(C)cc2C)c(F)c1F	1.7	/	10.2	-5.2	/	/	/	0.0
Cc1ccc(NC(=O)CN(C)C(=O)Cc2ccc3c(c2)CCC3)cc1	-3.0	-6.8	-3.7	-3.9	0.2	-12.7	0.0	-2.7
COC(=O)[C@H]1[C@H](CO)[C@H]2Cn3c(ccc(-c4ccc(F)cc4)c3=O)[C@H]2N1C(=O)C1CC1	-3.1	-3.3	-9.6	4.0	0.0	8.3	-1.5	-0.2
CCOC(=O)N1c2ccccc2C=CC1OCC (centres undefined)	4.7	/	6.0	-10.2	/	/	/	4.8
CNC[C@H]1OCc2cnnn2CCCC(=O)N([C@@H](C)CO)C[C@@H]1C	0.8	3.3&11.4	-6.3	-4.3	0.0&-0.3	-7.9&-9.9	0.5&-2.5	0.2
Nc1nnc(SCC(=O)N2CCCCC2)s1	1.1	-0.6	-2.4	-4.2	1.2	-8.9	0.9	-3.0
COc1ccc(C#Cc2ccc([C@H]3[C@H](CO)N4C(=O)CN(C(=O)c5cccnc5)C[C@@H]34)cc2)cc1	/	2.7	/	/	-0.2	-16.9	1.6	/
CN(C)C(=O)C[C@H]1CC[C@@H]2[C@@H](COc3ccc(NS(=O)(=O)c4cccc(F)c4)cc3C(=O)N2C)O1	-1.8	-0.2	10.3	-7.6	0.0	-4.6	-0.5	-4.0
COc1ccc(OC)c2[nH]c(=O)c(CCNC(=O)C(=O)c3c[nH]c4ccccc34)cc12	/	3.1	7.2	/	-5.9	-14.2	-4.0	-5.2
CN(C)C(=O)c1ccc(-c2ccccc2[C@@H]2[C@@H](C#N)N(C(=O)C3CCCCC3)[C@@H]2CO)cc1	/	10.5	/	/	0.1	-7.8	-0.6	/
Cc1noc(C)c1NC(=O)N(C)C[C@H]1OCCCC[C@H](C)Oc2ccc(NS(=O)(=O)c3ccc(F)cc3)cc2C(=O)N([C@@H](C)CO)C[C@H]1C	-3.2	-4.6	-8.4	-4.8	-0.1	-1.1	2.1	0.7
COc1ccc(S(=O)(=O)N2CCN(C)CC2)cc1Br	-1.1	/	2.9	-4.2	/	/	/	0.4

Pulled by structure from the list above:
SMILES	PglD inh	ERp5 block	ARNT-TACC3 inh	RAD54 inh	E-sel inducer	RAD52 inh	CASP6 VEID inh	esBAF inh
CCOC(=O)N1c2ccccc2C=CC1OCC (centres undefined)	4.7	/	6.0	-10.2	/	/	/	4.8
COc1ccc(OC)c2[nH]c(=O)c(CCNC(=O)C(=O)c3c[nH]c4ccccc34)cc12	/	3.1	7.2	/	-5.9	-14.2	-4.0	-5.2
CNC[C@H]1OCc2cnnn2CCCC(=O)N([C@@H](C)CO)C[C@@H]1C	0.8	3.3&11.4	-6.3	-4.3	0.0&-0.3	-7.9&-9.9	0.5&-2.5	0.2
